GPR55 activation: selective activators of receptor GPR55 – imaging, U2OS cells, beta-arrestin-GFP redistribution, primary screen (AID 1961); U2OS GPR55 beta-arrestin-GFP redistribution imaging; higher % means a stronger effect; activation, % at 10 µM; hits with a dose series show EC50 in µM; 290,000 compounds, 0.048% hits;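 active = activation above 40% with more than 50 cells counted in the well; inconclusive = wells holding fewer than 50 cells, flagged as toxic or sparse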;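 also: U2OS osteosarcoma cells stably expressing GPR55 and beta-arrestin-GFP; plate controls were DMSO negative control for no effect and LPI positive control for full effect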
GPR35 antagonists: GPR35 antagonists blocking zaprinast-driven arrestin recruitment, primary screen, imaging, U2OS, beta-arrestin-GFP, zaprinast agonist (AID 2058); U2OS GPR35 beta-arrestin-GFP translocation imaging, zaprinast antagonism; higher % means a stronger effect; inhibition, % at 10 µM, or IC50 in µM where a hit was titrated; 290,000 compounds, 0.052% hits;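 active = inhibition of at least 50% with at least 30 cells and total cytoplasm GFP at most 10,000,000; inconclusive = under 30 cells or total GFP of 10,000,000 plus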
NOD1 inhibition: inhibition of NOD1-driven NF-kB reporter – cell-based, luminescence, uHTS, primary screen (AID 1578) | 290,000 compounds, 1% hits | inhibition, % at 4 µM; hits with a dose series show EC50 in µM | NOD1-driven NF-kB luciferase reporter cells, luminescence; higher % means a stronger effect; in the data active = inhibition mostly above about 36%, no sharp cut-off; inactive = mostly below about 34%;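 also: HEK-293T reporter cells stimulated with the NOD1 agonist gamma-tri-DAP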
GPR55 antagonists: GPR55 antagonists blocking LPI-driven arrestin recruitment, primary screen, imaging, U2OS, beta-arrestin-GFP, LPI agonist (AID 2013) | U2OS GPR55 beta-arrestin-GFP translocation imaging, LPI antagonism; higher % means a stronger effect | inhibition, % at 10 µM; hits with a dose series show IC50 in µM | 290,000 compounds, 0.13% hits;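 active = spots per cell inhibited over 60%, with over 100 cells counted and total cytoplasm intensity under 500,000; inconclusive = wells with under 100 cells, flagged as likely toxic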;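 also: U2OS cells stably carrying GPR55 and arrestin-GFP stimulated by 5 µM LPI near EC80; imaged beta-arrestin-GFP aggregate spots per cell after agonist stimulation; plate controls were LPI-stimulated DMSO wells for no effect and DMSO wells without LPI for full effect; some results filed as inactive read as strong as hits; confirmed hits need IC50 under 10 µM and bright autofluorescent wells are also inconclusive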
HEK293 NOD2/NF-kB: inhibition of NOD2-driven NF-kB reporter – cell-based, luminescence, uHTS, HEK293 (AID 1566). HEK293 NOD2/NF-kB luciferase reporter, luminescence; higher % means a stronger effect. inhibition, % at 4 µM, or EC50 in µM where a hit was titrated. 290,000 compounds, 0.63% hits; also: many of its hits are not listed in these tables
HIV peptide binding: cell-free HIV fusion peptide-binding blockers – biochemical, uHTS, fluorescence dequenching, primary screen (AID 1986). cell-free peptide binding, fluorescence dequenching, 30 min; higher % means a stronger effect. inhibition, % at 20 µM; hits with a dose series show IC50 in µM. 290,000 compounds, 0.3% hits; in the data active = inhibition mostly above about 52%, no sharp cut-off; inactive = mostly below about 76%; also: some results filed as inactive read as strong as hits
KOR beta-arrestin-1: kappa opioid receptor blockers – cell-based, luminescence, uHTS (AID 1778) | KOR beta-arrestin recruitment, luminescence, antagonist mode; higher % means a stronger effect | inhibition, % at 10 µM, or IC50 in µM where a hit was titrated | 290,000 compounds, 0.091% hits; also: strong numbers were not always called active
Myeloid diff 2: myeloid differentiation induction; ER-HoxA9 myeloid progenitors, lysozyme-GFP differentiation, flow cytometry; calls only at 10 µM; 360,000 compounds, 1% hits;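 active = normalized GFP-positive differentiation at or above the plate's own cutoff, the solvent-only control mean plus 3 SD; inconclusive = no clear call, values can overlap the other calls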;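 also: cells exposed to compound for four days before flow analysis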
KOR beta-arrestin-2: KOR agonists, beta-arrestin recruitment, primary screen, cell-based, luminescence, uHTS (AID 1777). activation, % at 10 µM, or EC50 in µM where a hit was titrated. 280,000 compounds, 0.02% hits. KOR beta-arrestin recruitment, luminescence; higher % means a stronger effect; in the data active = activation above about 50%, passing the limit was not always enough; also: a part of the inactive calls stands beside numbers as strong as those of hits
Myeloid diff 2 GFP+ MAC1+ %: second read-out of Myeloid diff 2, no call of its own (marks repeat the call); GFP+ MAC1+ double positive, %; measured here: differentiation confirmed by MAC1 staining
The depositor's hits bear a star; i = inactive; ? = inconclusive; . = not tested or not shown; + = active, no number; [ ] = dose if it differs, or a comment. Rule as the data show it, unless noted: active = inhibition above about 50%; inactive = the rest.

Below each compound: HEK293 NOD2/NF-kB	NOD1 inhibition	GPR55 antagonists	Myeloid diff 2 GFP+ MAC1+ %	KOR beta-arrestin-1	KOR beta-arrestin-2	GPR35 antagonists	HIV peptide binding	GPR55 activation	Myeloid diff 2
#1 CCCCNC(=O)N1CCc2[nH]c3ccccc3c2C1
    0.1%	-2.2%	5.5%	0.3	3.0%	8.2%	3.6%	3.3%	0.4%	i
#2 O=C(c1ccc(N2CCN(C3CC(=O)N(Cc4cccs4)C3=O)CC2)cc1)c1cccnc1 (centres undefined)
    19.0%	-9.5%	3.4%	0.2	5.1%	4.3%	4.1%	-1.3%	0.8%	i
#3 COc1cc(/C=N/NC(=Nc2ccc(C)cc2)c2nc3ccccc3s2)ccc1O
    14.6%	-12.9%	11.8%	2.1	-5.7%	5.2%	-15.8%	5.7%	0.0%	i
#4 Cn1ccnc1C(O)c1ccccc1 (centres undefined)
    -3.7%	-39.7%	12.1%	0.5	17.5%	-0.5%	1.3%	1.3%	-0.3%	i
#5 Cc1cc(C)n2nc(C(=O)N3CCCC(CNS(=O)(=O)c4cccs4)C3)cc2n1 (centres undefined)
    -0.4%	-24.6%	-3.7%	1.1	-6.5%	2.2%	14.4%	0.8%	0.2%	i
#6 O=C(NCC1(c2ccccc2)CCCC1)c1cccc(Br)c1
    19.3%	28.2%	12.9%	0.1	-3.5%	3.9%	-0.4%	-2.2%	-0.1%	i
#7 Cc1c(C(=O)N2CCCC2)c(S(=O)(=O)Nc2ccccc2)c(C)n1C
    -12.8%	-1.2%	4.2%	.	-7.2%	-3.8%	1.7%	1.7%	-0.2%	?
#8 COc1ccc(CN2CCCC(C(=O)N3CCCCC3)C2)cc1 (centres undefined)
    -10.0%	0.5%	-10.2%	0.7	-32.0%	2.9%	-15.8%	1.5%	0.0%	i
#9 NC(=O)CCC1NC(=S)N(Cc2ccccc2)C1=O (centres undefined)
    19.6%	-22.9%	2.3%	0.4	-40.4%[20 µM]	-5.2%	10.0%	0.0%	-0.1%	i
#10 O=C(O)c1[nH]nc2c1COc1ccccc1-2
    -0.2%	.	3.4%	1.1	9.0%	-2.6%	-9.6%	4.7%	0.3%	i
#11 Cc1cccc(C(=O)Nc2nnc(S(=O)(=O)N3CCC(C)CC3)s2)c1
    -3.6%	21.6%	13.9%	1.9	-17.5%	4.1%	16.8%	5.6%	0.0%	i
#12 COCCn1c(=NC(=O)CSCC(=O)NC2CCCCC2)sc2cc(OC)ccc21
    11.7%	-0.1%	13.3%	0.8	6.5%	-3.6%	5.7%	-1.0%	0.0%	i
#13 O=C(NNC(=S)Nc1ccccc1)c1ccc(O)cc1
    -132.4%	-8.8%	2.9%	0.3	15.1%	.	-2.1%	-2.2%	-1.9%	i
#14 COC(OC)c1ccnc(-c2ccc(OC(=O)c3ccccc3)cc2)n1
    12.7%	-21.4%	-0.6%	0.1	-4.5%	2.8%	5.7%	0.4%	0.2%	i
#15 CN(C)CC(=O)Nc1ccc2cn[nH]c2c1
    11.9%	-31.3%	6.7%	0.2	-10.9%	3.5%	-2.3%	0.9%	0.1%	i
#16 COc1ccc(NC(=O)Nc2ccccc2F)c([N+](=O)[O-])c1
    -38.5%	-27.5%	-4.0%	1.3	-29.9%[20 µM]	-2.9%	12.1%	-1.4%	-0.1%	i
#17 Cc1ccccc1CN1C(=O)CSc2ccc(C(=O)N3CCOCC3)cc21
    -14.6%	-6.7%	7.2%	1.0	12.4%	-3.6%	-11.6%	-0.6%	-0.2%	i
#18 COc1ccc(-c2noc(CCC(=O)Nc3nc4ccccc4s3)n2)cc1
    0.8%	-24.4%	3.7%	.	-6.8%	3.5%	-6.8%	0.4%	-0.1%	.
#19 CC(=O)c1ccc(OCC(=O)NC(=O)NC2CCCCC2)cc1
    15.7%	6.2%	13.5%	1.2	14.5%	0.9%	6.3%	0.9%	-0.1%	i
#20 CC(=O)N/C(=C\c1ccccc1)C(=O)Nc1ccc(O)cc1
    1.4%	-21.8%	7.9%	0.5	3.2%[20 µM]	.	3.6%	-1.5%	-0.1%	i
#21 Nc1c(C(=O)c2ccccc2)sc(Nc2ccccc2)c1S(=O)(=O)c1ccccc1
    -17.5%	52.2%*	-9.3%	0.9	2.5%	-9.9%	-11.9%	2.8%	0.0%	i
#22 CCCN(CCC)CCN1C(=O)C2C(C(=O)Nc3ccc(C)cc3)C3C=CC2(O3)C1C(=O)NC1CCCCC1 (centres undefined)
    1.1%	-20.3%	4.4%	0.5	-38.6%	-0.8%	-1.7%	0.9%	0.2%	i
#23 COc1ccc(C(=O)NC(=S)Nc2cccc3nc(C)ccc23)cc1OC
    5.0%	9.1%	-12.4%	0.8	-17.8%	2.8%	3.9%	2.1%	-0.3%	i
#24 CCOc1ccc2[nH]c(=O)c(CN(CCc3ccccc3)C(=O)c3cnccn3)cc2c1
    19.8%	-4.3%	3.6%	0.8	20.1%	-0.2%	-12.2%	0.3%	-0.3%	i
#25 Cc1cc(C)cc(Nc2cc(=O)n(C3CCCCC3)c(=O)[nH]2)c1
    24.7%	55.6%	13.4%	0.5	-6.1%	0.9%	4.6%	8.0%	-0.1%	i
#26 COc1ccc(-c2oc(NC(=O)CCl)c(C#N)c2-c2ccc(OC)cc2)cc1
    6.9%	71.1%*	-8.1%	3.2	-29.6%	-0.6%	2.9%	2.6%	0.3%	i
#27 O=C(Nc1ccc2nsnc2c1)c1ccc2c(c1)OCO2
    -163.8%	-41.2%	13.7%	0.9	5.9%	0.4%	-6.8%	-0.1%	0.0%	i
#28 CN(C(=O)CSc1nnc(-c2c[nH]c3ccccc23)o1)C1CCS(=O)(=O)C1 (centres undefined)
    -1.9%	-21.7%	-10.4%	0.3	1.7%	0.1%	-2.2%	0.5%	-0.2%	i
#29 O=C1CN(C(=O)COc2ncnc3ccccc23)c2ccccc2N1
    -3.4%	12.3%	-0.3%	0.6	33.6%	1.7%	8.9%	-2.7%	-0.1%	i
#30 Cc1ccccc1-n1c(SCC(=O)N2CCOCC2)nc(O)c(Cc2ccccc2)c1=O
    7.2%	-17.8%	2.3%	5.1	-30.5%	3.9%	-16.7%	0.3%	-0.1%	i

Single entries from the entries so far.
O=C(NCC1(c2ccccc2)CCCC1)c1cccc(Br)c1 in Myeloid diff 2 GFP+ MAC1+ % → 0.1
COc1ccc(-c2oc(NC(=O)CCl)c(C#N)c2-c2ccc(OC)cc2)cc1 in KOR beta-arrestin-1 → -29.6%

Carrying on:
Below each compound: HEK293 NOD2/NF-kB	NOD1 inhibition	GPR55 antagonists	Myeloid diff 2 GFP+ MAC1+ %	KOR beta-arrestin-1	KOR beta-arrestin-2	GPR35 antagonists	HIV peptide binding	GPR55 activation	Myeloid diff 2
#31 O=C(COC(=O)/C=C/c1ccc(Cl)cc1Cl)NCCC1=CCCCC1
    -6.6%	-10.3%	2.3%	0.6	-28.8%	13.4%	2.5%	0.1%	0.0%	i
#32 Cc1cc(C)n(CC(O)Cn2ccc3ccccc32)n1 (centres undefined)
    0.0%	-17.9%	8.7%	8.1	6.1%	-2.4%	-0.3%	-3.4%	-0.1%	i
#33 O=C(NCCC1=CCCCC1)c1coc(=O)c(Br)c1
    -13.5%	7.9%	17.2%	.	17.7%	-2.5%	-6.2%	1.3%	0.0%	?
#34 Cc1ccc(C2(C)NC(=O)N(CC(=O)N3CCN(S(=O)(=O)c4cccc(F)c4)CC3)C2=O)cc1 (centres undefined)
    -1.1%	-6.2%	0.1%	0.9	-7.5%	6.9%	-1.4%	-2.8%	-0.2%	i
#35 Cc1ccc(CN(Cc2ccco2)C(=S)NCC(=O)NCc2cccnc2)cc1
    4.3%	-24.5%	3.3%	0.6	-13.2%	-2.3%	3.5%	9.9%	0.3%	i
#36 COC(=O)c1ccc(OC(=O)N2CCOCC2)cc1
    2.6%	-16.1%	6.7%	0.6	-7.7%[20 µM]	-3.6%	0.0%	1.2%	-0.3%	i
#37 COCCn1cnc2c(c1=O)c1nc3ccccc3nc1n2/N=C/c1ccc(OC)c(OC)c1
    25.2%	0.8%	5.3%	0.2	-28.8%	0.7%	-10.6%	0.9%	0.5%	i
#38 CCOc1ccccc1NC(=O)COc1ccc2ccc(=O)oc2c1
    18.6%	13.6%	-5.5%	0.6	-2.5%	6.7%	9.1%	2.9%	0.0%	i
#39 CCCc1nnc(NC(=O)C2CC(=O)N(CCc3ccc(F)cc3)C2)s1 (centres undefined)
    1.3%	-19.3%	2.4%	0.9	-35.8%	1.9%	-6.3%	1.0%	-0.1%	i
#40 CCn1ccnc1C(O)(c1ccccc1)c1ccccc1
    -6.6%	-9.8%	0.7%	0.6	-31.5%[20 µM]	-2.4%	-11.9%	1.9%	-0.3%	i
#41 COC(=O)c1ccc2nc(NC(=O)CSCC(=O)OCC(=O)c3ccccc3)sc2c1
    -10.5%	-25.4%	-3.2%	0.3	-15.9%	2.9%	3.9%	1.5%	0.1%	i
#42 N#CC1(C#N)C2=C(CCCC2)NC(c2ccccc2)C1(C#N)C#N (centres undefined)
    8.1%	-10.1%	-1.8%	.	1.0%	0.3%	8.5%	3.9%	-0.3%	.
#43 CC(/C=C/c1ccccc1)=N\NC(N)=S
    -30.8%	-23.4%	2.2%	0.6	6.4%	-2.9%	12.6%	-0.6%	0.0%	i
#44 CC(C)(C)N(Cc1ccccc1)C(=O)c1cc2ccccc2o1
    13.3%	3.6%	-1.2%	1.1	-5.3%	-1.4%	13.2%	-0.2%	-0.2%	i
#45 O=C(C1CCC(=O)N(C2CCCC2)C1)N1CCC(Oc2cccc(F)c2)CC1 (centres undefined)
    7.8%	-14.3%	6.3%	3.0*	-33.3%	2.6%	-2.2%	1.3%	0.2%	+
#46 Clc1ccccc1OCCCCN1CCNCC1
    7.9%	52.4%	1.4%	0.4	-68.7%[20 µM]	11.7%	6.8%	0.3%	-0.2%	i
#47 CCCCN1C(=O)C(O)(CC(=O)c2c(C)n[nH]c2C)c2cc(Br)ccc21 (centres undefined)
    8.1%	-5.9%	17.0%	1.1	18.9%	-1.5%	-8.7%	-1.4%	-0.1%	i

Source: PubChem BioAssay (several laboratories)

This is a subset; rates above refer to the full screens.
